Screening data (PubChem)
Rpn11 inh: inhibitors of human proteasome Rpn11; O00487; human 26S proteasome, Ub4-pepOG fluorescence polarization; 20S core pre-blocked with epoxomicin; calls only at 20 µM; 360,000 tested, 0.59% active;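 active = inhibition at 20 µM, scaled to each plate's controls, above about 33%, limit read from the data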
DNMT1 block: DNMT1 (human) enzyme inhibition. P26358. DNMT1 molecular beacon, Hinp1I cleavage, fluorescence. inhibition (reported as % activation of signal), % at 10 µM. 360,000 tested, 0.83% active. AID 588458; in the data active = inhibition above about 50%
Scp-1 inhibitor: Scp-1 (human) phosphatase inhibition; Q9GZU7; inhibition, % at 20 µM; Recombinant Scp1, phosphopeptide, malachite green phosphate absorbance; 340,000 tested, 0.88% active;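 active = inhibition above about 50% at 20 µM, limit read from the data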;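 also: plate controls were DMSO wells with enzyme for no effect and wells lacking enzyme for full effect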
Target sequence (Q9GZU7 76-261 limits assumed): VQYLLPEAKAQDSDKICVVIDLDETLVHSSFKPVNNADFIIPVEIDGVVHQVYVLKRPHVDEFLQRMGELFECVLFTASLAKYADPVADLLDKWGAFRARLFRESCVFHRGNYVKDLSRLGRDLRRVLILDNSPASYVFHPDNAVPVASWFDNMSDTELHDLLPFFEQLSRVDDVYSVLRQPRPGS
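Test system: SCP-1 catalytic domain; Buffer or medium: Acidic Tris acetate buffer with magnesium and detergent; Also added: Phosphorylated 17-residue peptide substrate; Compound: single 20 µM dose, 1% DMSO; Schedule: enzyme reaction 45 min at room temperature, colour 5 min, stabilisation 30 min; Signal: Phosphate-binding colour reagent, absorbance read at 630 nm.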
SUMO1 PPI mod: alters human SUMO1 binding to SIM partners | inhibition, % at 20 µM | 360,000 tested, 0.33% active | AID 602429 | SUMO1 binding to a labelled peptide, TR-FRET, 1 h; in the data active = inhibition above about 37%
Target sequence (P63165 whole entry, looked up): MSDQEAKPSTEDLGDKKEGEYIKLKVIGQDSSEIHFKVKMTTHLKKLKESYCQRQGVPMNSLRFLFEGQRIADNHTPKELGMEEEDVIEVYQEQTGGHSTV
Neddylation inh: inhibitors of human cullin neddylation. P61081+Q13564. TR-FRET cullin neddylation, biochemical. calls only at 25 µM. 360,000 tested, 0.58% active. AID 651699; in the data active = inhibition above about 36%
Target sequence (P61081 whole entry, looked up): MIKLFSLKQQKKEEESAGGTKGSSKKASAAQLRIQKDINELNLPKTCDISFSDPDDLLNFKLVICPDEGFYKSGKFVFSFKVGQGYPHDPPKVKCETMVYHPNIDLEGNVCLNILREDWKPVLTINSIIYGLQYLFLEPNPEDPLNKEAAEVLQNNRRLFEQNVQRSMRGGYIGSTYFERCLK
Target sequence (Q13564 whole entry, looked up): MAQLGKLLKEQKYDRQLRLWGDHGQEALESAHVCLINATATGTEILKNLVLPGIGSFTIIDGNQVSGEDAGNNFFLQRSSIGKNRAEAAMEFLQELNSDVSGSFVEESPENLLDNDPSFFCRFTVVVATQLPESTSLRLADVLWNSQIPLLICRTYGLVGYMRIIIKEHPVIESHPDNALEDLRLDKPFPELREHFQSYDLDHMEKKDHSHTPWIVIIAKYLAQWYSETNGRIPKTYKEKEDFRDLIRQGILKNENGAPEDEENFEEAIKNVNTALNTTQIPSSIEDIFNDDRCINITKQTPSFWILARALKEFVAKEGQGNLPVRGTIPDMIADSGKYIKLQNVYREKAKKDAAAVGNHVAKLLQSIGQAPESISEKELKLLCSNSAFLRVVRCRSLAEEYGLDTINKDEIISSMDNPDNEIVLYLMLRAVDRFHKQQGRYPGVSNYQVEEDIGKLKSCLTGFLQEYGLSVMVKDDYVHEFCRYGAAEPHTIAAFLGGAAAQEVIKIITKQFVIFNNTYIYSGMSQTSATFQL
NadD inh: blocks S. aureus nicotinate mononucleotide adenylyltransferase; purified NadD enzyme, colorimetric absorbance read-out; inhibition, % at 20 µM; 360,000 tested, 0.78% active; AID 602399; in the data active = inhibition above about 26%; also: some compounds past the cut are filed as inactive
LMPTP inh: blocks human LMPTP phosphatase; P24666; recombinant LMPTP-A, OMFP fluorogenic substrate, fluorescence intensity; inhibition, % at 20 µM; 360,000 tested, 0.22% active; AID 651560;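 active = compounds that cut the enzyme signal by at least half of the control window in the single-dose screen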;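 also: plate controls were DMSO wells with enzyme plus substrate for no effect and substrate without enzyme for full effect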
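Test system – LMPTP-A enzyme · Amount – LMPTP-A at 0.625 nM final in the reaction · Buffer or medium – Bis-Tris pH 6.0, DTT, detergent · Reagent – OMFP 400 µM · Doses – single 20 µM dose · Schedule – reaction 50 min, room temperature, dark · Detection – fluorescence intensity of OMFP turnover product · Evaluation – percent inhibition versus substrate-only and uninhibited controls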
CSN inh: inhibitors of human CSN-mediated cullin deneddylation | Q92905 | Purified CSN, SCF-Nedd8-OG deneddylation, fluorescence polarization | inhibition, % at 12.5 µM | 360,000 tested, 0.38% active | AID 651999;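 active = pattern-corrected inhibition above about 35%, with an unprinted fluorescence ratio check between 0.5 and 1.5, limit read from the data, passing the limit was not always enough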;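 also: 0% = enzyme with substrate and 100% = substrate without enzyme; some results filed as inactive read as strong as hits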
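Test system: Human Csn5 produced in HEK293T cells | Compound: 12.5 µM single point | Times: 90 min, room temperature | Signal: Fluorescence polarization readout | Read-out basis: % inhibition of substrate cleavage by Csn5 | Controls: no-enzyme wells high, enzyme-with-substrate wells low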
Rin1 Abl inh: human Rin1-Abl interaction inhibition. AID 588664. inhibition, % at 7.35 µM. 360,000 tested, 0.4% active. P00519+Q13671. TR-FRET Rin1/Abl binding, biochemical; in the data active = inhibition above about 5%, passing the limit was not always enough
STEP inh: blocks human striatal-enriched tyrosine phosphatase; P54829; 360,000 tested, 0.25% active; inhibition, % at 20 µM; recombinant STEP, OMFP fluorogenic substrate, fluorescence;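 active = inhibition at 20 µM, scaled per plate between control wells, above about 37%, limit read from the data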;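 also: 0% = DMSO with enzyme and substrate and 100% = substrate only without enzyme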
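Assay system: isolated STEP enzyme / Timing: 20 min at room temperature, dark / Doses: 20 µM, 1% DMSO / Technique: fluorescence intensity, excitation 480 nm, emission 540 nm / Reagent: fluorogenic phosphatase substrate OMFP at 25 µM final / Measure: percent inhibition scaled to no-enzyme and uninhibited-enzyme controls, plate-pattern corrected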
Numbers without * were called inactive; i = inactive; nt = not tested or not shown.

SMILES	Rpn11 inh	DNMT1 block	Scp-1 inhibitor	SUMO1 PPI mod	Neddylation inh	NadD inh	LMPTP inh	CSN inh	Rin1 Abl inh	STEP inh
COc1ccc(-c2cn(CCC(=O)NCc3ccc(C)cc3)c(CCN)n2)cc1	i	-5	4	0	i	-3	-0.2	2	1	0
N#CC1=C(N)OC2=C(CC/C2=C\c2ccccc2)C1c1ccccc1 (configuration not stated)	nt	2	-4	-4	i	33*	0.6	35	0	-68
CCOC(=O)CN(C(=O)CCC(=O)Nc1cc(C)on1)C(C(=O)NC1CCCC1)c1cccnc1 (configuration not stated)	i	-1	5	-1	i	-1	-0.2	3	2	0
Cc1ccc(COc2ccc(C)nc2[N+](=O)[O-])cc1	i	-1	-21	-31	i	-2	-0.8	1	-1	-1
O=C(NCC(=O)N(c1cccc(F)c1)C(C(=O)NC1CCCC1)c1cccnc1)c1ccco1 (configuration not stated)	i	-1	4	-8	i	-2	-0.5	1	-1	-1
Cc1ccc2cc(C)c3nnc(SCC(=O)c4cccs4)n3c2c1C	i	-3	3	-6	i	2	-1.3	-2	-3	3
CCCCn1c(=O)[nH]c(=O)c2c1nc(-c1ccc(C(F)(F)F)cc1)n2C	i	13	-2	1	i	-9	-1.8	-3	4	-4
CSc1ccccc1OCc1cc(C(=O)N(C)C(C)c2nc(C)cs2)no1 (configuration not stated)	i	0	-5	4	i	-7	0.5	-1	6	-2
O=C1C=C(c2ccc(OC(F)(F)F)cc2)C[C@@H](c2ccc(Cl)cc2)C1	i	3	-2	-3	i	13	4.3	4	0	3
Cc1cc(NC(=O)c2cccc(C(=O)Nc3cc(C)on3)n2)no1	i	5	9	21	i	-6	10	12	3	1
Cc1nnc2sc(SCc3cccc(Cl)c3)nn2c1=O	i	0	4	-3	i	2	-1.6	-2	-2	2
CC(C)Sc1nc(O)c(Cc2ccccc2)c(=O)[nH]1	i	10	-11	1	i	3	-1.2	3	-4	1
O=C(NCC1CCCO1)c1ccc(NC(=O)c2cccc(Br)c2)cc1 (configuration not stated)	i	2	-9	27	i	-3	0.5	3	1	2
COc1ccc(C2(CNC(C)=O)CCOCC2)cc1OC	i	2	-7	1	i	-6	-1.3	4	-1	3
CCn1cc(C=O)c2cc(S(=O)(=O)N3CCOCC3)ccc21	i	-3	-3	0	i	0	-0.8	1	2	0
O=C(NC1CC1)C1=C[C@H](c2c[nH]c3ccccc23)C[C@H](OCc2ccc(CO)cc2)O1	i	-13	-3	-14	i	2	-0.1	9	0	0
Cc1ccc(S(=O)(=O)CCc2nnc(N)s2)cc1C	i	1	-12	-2	i	1	-0.5	8	8	-4
Cc1nn(-c2ccccc2)c(N2CCCC2)c1/C=C1\N=C(c2ccc(OC(C)C)cc2)OC1=O	nt	2	1	-7	i	10	6.2	0	-1	2
O=C(Nc1ncccn1)c1cccc(F)c1	i	0	4	-3	i	-5	-1.5	1	-3	1
CSCCC(NC(=O)COc1ccccc1)C(=O)N1CC(C)OC(C)C1 (configuration not stated)	i	-2	-5	1	i	-2	0.1	3	-1	-1

Five compounds from above, arranged by SMILES length, highest first:
SMILES	Rpn11 inh	DNMT1 block	Scp-1 inhibitor	SUMO1 PPI mod	Neddylation inh	NadD inh	LMPTP inh	CSN inh	Rin1 Abl inh	STEP inh
O=C1C=C(c2ccc(OC(F)(F)F)cc2)C[C@@H](c2ccc(Cl)cc2)C1	i	3	-2	-3	i	13	4.3	4	0	3
CSc1ccccc1OCc1cc(C(=O)N(C)C(C)c2nc(C)cs2)no1 (configuration not stated)	i	0	-5	4	i	-7	0.5	-1	6	-2
O=C(NCC1CCCO1)c1ccc(NC(=O)c2cccc(Br)c2)cc1 (configuration not stated)	i	2	-9	27	i	-3	0.5	3	1	2
Cc1ccc(COc2ccc(C)nc2[N+](=O)[O-])cc1	i	-1	-21	-31	i	-2	-0.8	1	-1	-1
COc1ccc(C2(CNC(C)=O)CCOCC2)cc1OC	i	2	-7	1	i	-6	-1.3	4	-1	3

Back to the main list, repeating the two entries before the break.
SMILES	Rpn11 inh	DNMT1 block	Scp-1 inhibitor	SUMO1 PPI mod	Neddylation inh	NadD inh	LMPTP inh	CSN inh	Rin1 Abl inh	STEP inh
O=C(Nc1ncccn1)c1cccc(F)c1	i	0	4	-3	i	-5	-1.5	1	-3	1
CSCCC(NC(=O)COc1ccccc1)C(=O)N1CC(C)OC(C)C1 (configuration not stated)	i	-2	-5	1	i	-2	0.1	3	-1	-1
O=C(Nc1nc(-c2ccccn2)cs1)c1ccc(-c2ccccc2F)o1	i	-33	-6	-2	nt	40*	5.4	7	1	2
O=C1CCCCN1CC(=O)N1CCCC(N2CCN(c3ccccc3F)CC2)C1 (configuration not stated)	i	-1	-8	5	i	-2	-1.2	-4	4	2
O=C1N[C@@H](Cc2ccccc2)COC(=O)[C@@H](Cc2ccc(F)cc2)CC/C=C/C[C@H]1CC(=O)N(CCO)Cc1ccccc1	i	-8	-4	5	i	-4	1.1	1	3	0
NC(=O)CSc1nnc(-c2ccc(S(=O)(=O)N3CCCC3)cc2)o1	i	-2	-1	5	i	4	-2.5	2	2	2
CCOC(=O)c1c(-c2ccc(C)o2)csc1NC(=S)NC(=O)c1cccs1	i	-14	-13	2	i	2	4.5	-2	1	0
O=C(Nc1ccon1)c1ccc(F)c(S(=O)(=O)N2CCCCC2)c1	i	3	-2	-1	i	-5	0.8	2	1	1
COc1ccc(NS(=O)(=O)c2ccc(C)c(NC(=O)c3ccc(C)c(S(=O)(=O)N4CCOCC4)c3)c2)cc1	i	-15	-9	4	i	10	1.3	6	-2	1
COc1ccc(C)cc1NC(=O)CSc1nnc2ccc(-c3ccncc3)nn12	i	0	1	-29	i	-3	-0.7	23	-4	0
COC(=O)[C@]1(Cc2ccccc2)N[C@H](CN(C)C(=O)Nc2ccc(Cl)cc2)[C@@H]2C(=O)N(C)C(=O)[C@@H]21	i	4	12	0	i	-5	-1.2	2	-1	-4
Cc1ccc(C)c(NC(=O)c2cc3ccccn3n2)c1	i	-3	-5	-4	i	-6	0.0	-1	-1	-3
COc1ccccc1NC(=S)N1CCN(c2ccccc2F)CC1	i	4	-12	1	i	8	0.7	-1	2	3
Cc1ccc(NC(C(N)=O)c2c(C)[nH]c(=O)[nH]c2=O)cc1 (configuration not stated)	i	0	-5	-3	i	10	-0.1	-1	-1	-4
Cc1ccc2c(c1)N(CC(=O)NCCCN1C(C)CCCC1C)C(=O)c1cccnc1O2 (configuration not stated)	i	-2	-4	-10	i	1	-4.4	6	-1	-4
CCn1c(=S)sc2c(=O)n(CC(=O)NC(C)CCc3ccccc3)c(C)nc21 (configuration not stated)	i	0	1	4	i	-6	0.4	0	1	1
O=C(C[C@@H]1C/C=C\CCC(=O)OC[C@@H]2CCCN2C1=O)NCCO	i	1	2	-9	i	-1	-2.7	-3	5	0
COc1ccc(C(=O)NC(=S)NCc2ccccc2)cc1	i	-3	-18	1	i	-6	1.5	1	0	-1
CCC(C(=O)Nc1ccc(S(=O)(=O)N2CCN(C)CC2)cc1)c1ccccc1 (configuration not stated)	i	0	-10	0	i	-10	-0.9	-3	4	-1
COc1ccc(C(=O)n2nc(-c3ccco3)nc2SC)cc1OC	i	-5	-3	14	i	7	-1.0	-5	4	0
CCCOc1ccc(C(C(=O)OCCN(CC)CC)c2ccccc2)cc1 (configuration not stated)	i	-1	-12	-1	i	-5	0.7	-2	2	4
CN(C)N=Nc1ccc(S(=O)(=O)N2CCSC2C(=O)O)cc1 (configuration not stated)	i	1	5	-3	i	-10	-0.6	5	-6	-1
Cc1ccc(NC(=O)CS(=O)CC(=O)Nc2ccc(N3CCOCC3)cc2)cc1Cl (configuration not stated)	i	-3	97*	1	i	7	2.2	6	4	22
COc1ccc(-c2nc3c4c(ncn3n2)-c2ccccc2CC42CCCC2)cc1	i	8	0	2	i	0	0.4	5	2	2
O=C(O)c1ccc(S(=O)(=O)N2CCC(n3nnc4cc(C(F)(F)F)ccc43)CC2)cc1	i	1	-2	3	i	-10	-1.7	2	0	-2
Cc1coc2cc3oc(=O)c(CCC(=O)N4CCC(C(=O)O)(c5ccccc5)CC4)c(C)c3cc12	i	-1	-1	7	nt	0	0.2	2	0	-3
CCOc1ccc(C(=O)CCC(=O)N(CC)CC(=O)Nc2c(F)cccc2F)cc1	i	-2	-7	4	i	-3	-0.2	-5	0	0
CC1CCN(C(=O)CC2C(=O)Nc3c2c(=O)n(C)c(=O)n3Cc2ccccc2)CC1 (configuration not stated)	i	-2	2	-5	i	12	-2.6	-2	0	0
CCOc1ccccc1-c1cncc(NC)n1	i	3	nt	-9	nt	5	-0.2	-3	-15	-3
Cc1cc(Br)c(NC(=O)CN2CCCC2)c(Br)c1	i	0	-2	2	i	-1	8.0	2	1	4
CCN1C(=O)CC(NNC(=O)c2ccccc2)C1=O (configuration not stated)	i	0	-5	-1	i	0	-1.6	1	-2	0
Nc1c(C(=O)NCCc2ccccc2)sc2nc(N3CCOCC3)c3c(c12)CCCC3	i	-6	-6	-2	i	8	3.4	-1	-4	1
COc1ccc(O)c(C(=O)c2cnc3onc(C(C)C)c3c2)c1	i	-1	-15	-9	i	-5	-0.3	4	-4	-2
CCCCN1CC(COCc2ccccc2)Oc2cccc(OCc3ccc(OC)cc3)c2S1(=O)=O (configuration not stated)	i	5	nt	2	i	-3	3.4	-1	-2	4
COc1cccc(C(=O)NC2CCN(CC(=O)NCc3ccccc3F)CC2)c1	i	2	-5	5	i	1	-1.0	2	-1	-1
CCCCCCOC(=O)C(C#N)c1nc2ccccc2nc1N1CCOCC1 (configuration not stated)	i	12	-13	-1	i	-1	4.0	3	-2	6
O=[N+]([O-])c1cccnc1NCCc1ccccc1	i	3	-4	-16	i	0	-0.6	-2	2	-4
CSCCC(NC(=O)c1ccccc1Cl)C(=O)N1CCC1 (configuration not stated)	i	-2	-6	2	i	-4	-0.7	-1	2	-2
C[N+]1(CC#CC(O)(c2ccccc2)c2ccccc2)CCCC1	i	-4	36	-1	i	11	0.2	-13	-2	-3
CC/C(=N\NC(=O)c1ccc(-c2ccccc2)cc1)C12CC3CC(CC(C3)C1)C2	i	6	-10	2	i	4	-0.6	8	-2	4
COc1ccccc1CNC(=O)CCC(=O)Nc1nnc(C)s1	i	3	-8	2	i	-3	-0.6	-2	-1	-4
CCN(CC)C(=O)CSc1nc2c(sc(=S)n2-c2ccc(C)cc2C)c(=O)[nH]1	i	-1	-3	1	i	8	-0.4	3	-1	1
Cc1ccc(-c2nnc(SCC(=O)N3CCCC3)o2)cc1	i	1	6	-3	i	4	-2.5	4	-1	7
